Source: PubChem
NPC1 prom act = activates the NPC1 promoter; Huh7 NPC1 promoter luciferase reporter, 24 h; Potency, µM (series often up to 9.22 µM), for inactives: at the highest dose activation, usual class: activators; 2.4% of 320,000 active; AID 485313;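 further: % of control where 0% means no effect; nearly all actives have a fitted effect of over 60% in size; reporter is driven by a mutant NPC1 promoter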
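Cells: Huh7 expressing luciferase under the NPC1 promoter, 1500/well. Seeded 2 h, compound added, incubated 24 h at 37 °C. Luciferase reagent, 10 min ambient, then luminescence.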
Rab9 prom act = Rab9 promoter activation | Huh7 Rab9 promoter-luciferase reporter, luminescence, 24 h | Potency, µM (doses to about 9.22 µM), for inactives: at the highest dose activation, negative = inhibition, usual class: activators | 2.8% of 320,000 active | AID 485297; further: % of control where 0% means no effect; nearly all actives have a fitted effect of over 60% in size
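Rab9 promoter-driven luciferase in stably transfected Huh7 cells; 1500 cells/well rested 2 h, exposed to compound in DMSO for 24 h at 37 °C, 5% CO2. Luminescence read 10 min after adding luciferase reagent at ambient temperature.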
RORg inh = inhibitors of mouse ROR gamma transcriptional activity; 5.4% of 310,000 active; Drosophila S2 Gal4-RORgamma UAS-luciferase reporter, 20 h; Potency, µM (top dose mostly 53.6 µM), for the others: at the top dose activity change, negative = inhibition, hits mostly inhibitors; AID 2551; P51450; further: on the % scale 0 is the no-effect control and ±100 the full control effect; nearly all actives have a fitted effect of over 60% in size
Target sequence (P51450 whole entry, looked up, the tested form may be a part): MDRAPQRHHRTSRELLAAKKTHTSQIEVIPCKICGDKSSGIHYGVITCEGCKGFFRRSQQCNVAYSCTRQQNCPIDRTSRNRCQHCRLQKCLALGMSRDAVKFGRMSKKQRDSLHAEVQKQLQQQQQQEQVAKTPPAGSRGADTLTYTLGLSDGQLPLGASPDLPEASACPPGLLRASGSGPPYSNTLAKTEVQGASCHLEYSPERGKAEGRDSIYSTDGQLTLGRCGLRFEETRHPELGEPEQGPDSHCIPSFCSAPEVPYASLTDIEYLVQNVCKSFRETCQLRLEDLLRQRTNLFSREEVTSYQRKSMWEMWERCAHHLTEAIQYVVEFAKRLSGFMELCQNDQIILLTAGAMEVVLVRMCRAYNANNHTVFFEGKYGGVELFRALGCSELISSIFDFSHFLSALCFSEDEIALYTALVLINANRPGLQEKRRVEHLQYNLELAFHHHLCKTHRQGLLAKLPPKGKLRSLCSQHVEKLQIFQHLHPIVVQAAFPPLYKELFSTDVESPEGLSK
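Luciferase reporter read in Schneider cells carrying Gal4-RORγ (mouse) and UAS-Photinus luciferase; cells given compound 1 h before 700 uM copper sulfate induction, then incubated 20 h at ambient temperature.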
uPA generation = cell surface uPA generation inhibition. cell surface uPA generation assay, qHTS. Potency, µM (titrated, usually from 38.3 µM), for inactives: at the top dose activity change, negative = inhibition, most hits filed as inhibitors. 0.31% of 330,000 active; active means well fitted inhibition curve with a large enough effect; inconclusive means small, poorly fitted or top-dose-only effect; inactive means no such curve, though single readings can be large or run the other way; tested in mouse RAW 264.7 cells; further: on the % scale 0 is the no-effect control and ±100 the full control effect; nearly all actives have a fitted effect of over 55% in size
MBNL1 CUG block = inhibitors of human MBNL1 binding to CUG repeat RNA | Q9NR56 | TR-FRET MBNL1-His/biotin-(CUG)12 binding, 665/545 ratio | Potency, µM (titrated, usually from 57.5 µM), for the others: top-dose activity change, negative = inhibition, hits mostly inhibitors | 0.036% of 280,000 active | AID 2675; active means well fitted inhibition curve with a large enough effect in the signal ratio, with a control signal flat, not every such curve was filed as active; inconclusive means small, poorly fitted or top-dose-only effect, or effect the other way, or a change in a side signal; inactive means no such curve, though single readings can be large or run the other way; the % refers to the signal ratio; further: on the % scale 0 is the no-effect control and ±100 the full control effect
Target sequence (Q9NR56 whole entry, looked up): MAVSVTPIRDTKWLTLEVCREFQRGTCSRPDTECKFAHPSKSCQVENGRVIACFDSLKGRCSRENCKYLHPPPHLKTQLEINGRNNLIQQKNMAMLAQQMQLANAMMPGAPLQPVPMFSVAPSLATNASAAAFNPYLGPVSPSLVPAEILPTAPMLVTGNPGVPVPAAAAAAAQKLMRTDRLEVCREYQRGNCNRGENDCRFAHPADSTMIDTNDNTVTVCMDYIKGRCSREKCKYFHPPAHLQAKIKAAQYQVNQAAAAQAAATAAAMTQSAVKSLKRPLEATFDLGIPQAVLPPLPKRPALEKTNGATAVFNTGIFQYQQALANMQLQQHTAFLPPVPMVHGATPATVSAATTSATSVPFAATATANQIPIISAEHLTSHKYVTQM
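Compounds (final 92 nM to 58 uM) are added to His-tagged MBNL1 and biotin-(CUG)12, then terbium anti-His antibody and streptavidin-XL665 (5 nM final). After 60 min at room temperature, the 665/545 nm ratio is read.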
ELG1 genotox = induces genotoxicity in HEK293T cells with luciferase-tagged ELG1. HEK293T ELG1-luciferase reporter, luminescence, 16 h. Potency, µM (top dose mostly 46 µM), for inactives: at the top dose activity change, positive = activation, most hits filed as activators. 1.3% of 330,000 active. AID 504466; further: % of control where 0% means no effect; nearly all actives have a fitted effect of over 60% in size
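16 hr compound incubation (37 °C, 5% CO2) of HEK293T cells carrying luciferase-tagged ELG1; luciferase then measured by ONE-Glo luminescence after 30 min at RT.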
BRCA1 expr up = increases BRCA1 expression; MCF7-BRCA1-FFLuc reporter, luminescence, 48 h; response scale: scaled: vehicle 0%, 10 µM genistein 100%; Potency, µM (highest dose often 46.1 µM), inactives show at the highest dose activation, hits mostly activators; 1.1% of 380,000 active; AID 624202; further: nearly all actives have a fitted effect of over 80% in size; some results filed as inactive show a strong effect at the top dose
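Reporter cells (MCF7, BRCA1 promoter-firefly luciferase) received library compounds across a concentration series for 48 h. End-point luminescence was measured and concentration-effect curves derived after normalization.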
CXXC DNA block = MLL CXXC-DNA interaction inhibition; 0.037% of 290,000 active; Q03164; AID 2662; Potency, µM (doses to about 115 µM), inactives show at the highest dose activity change, negative = inhibition, usual class: inhibitors; MLL-CXXC / FITC-HOXA9 DNA fluorescence polarization; active means well fitted inhibition curve with a large enough effect in the polarisation, with a control signal flat, not every such curve was filed as active; inconclusive means small, poorly fitted or top-dose-only effect, or effect the other way, or a change in a side signal; inactive means no such curve, though single readings can be large or run the other way; the % refers to the polarisation
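Fluorescence polarization: 7 uM MLL-CXXC (stock) preincubated 5 min with compounds, then 50 nM fluorescein-HOX-A9 DNA (stock) added; 30 min ambient. Buffer 50 mM Tris-HCl pH 7.5, 50 mM NaCl, 1 mM DTT, 0.05% BSA.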
p53 reactivation = re-activators of mutant p53; H1299 p53-A138V BP100-luciferase reporter, luminescence, 24 h; Potency, µM (top dose mostly 92.2 µM), for the others: top-dose activity change, positive = activation, usual class: activators; 0.063% of 320,000 active; AID 504706; further: % of control where 0% means no effect; nearly all actives have a fitted effect of over 45% in size
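p53-null H1299 cells stably carrying temperature-sensitive p53-A138V and a BP100-luciferase reporter were pinned with compounds (4-point, 1:5 series) and held 24 hrs at 37 deg C. Luminescence was read 10 min after detection reagent.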
Gal4-VP16 FLuc = counter-screen for ROR gamma inhibitors: Gal4-VP16 reporter | Drosophila S2 Gal4-VP16 UAS-luciferase, luminescence, 20 h | Potency, µM (doses to about 53.6 µM), inactives show top-dose activity, negative = inhibition, actives largely listed as inhibitors | 3.5% of 310,000 active | AID 2546;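 further: Gal4-VP16 expression switched on by copper sulfate through the metallothionein promoter; on the % scale 0 is the no-effect control and ±100 the full control effect; nearly all actives have a fitted effect of over 50% in size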
FLuc modulator = firefly luciferase modulation, counter-screen for miR-21 project; P08659; purified FLuc, Km substrates, luminescence inhibition; Potency, µM (titrated, usually from 57.5 µM), inactives show at the top dose activity change, negative = inhibition, usual class: inhibitors; 6.9% of 360,000 active; AID 588342;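 further: plate controls were vehicle for no effect and reference inhibitor for full effect; nearly all actives have a fitted effect of over 55% in size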
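Purified P. pyralis luciferase (10nM final) with 10uM D-luciferin and 10uM ATP (Km levels) in 50mM Tris acetate pH 7.5, 10mM Mg acetate, 0.01% Tween-20, 0.05% BSA; qHTS 6-point titration, ~60 µM downward; luminescence read.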
* marks the source's active call; other numbers are inactive results; ? = inconclusive; · = not tested or not shown; [ ] = dose if it differs, or a comment. Unless noted, the call rests on the fitted dose curve; in most records, active means well fitted curve in the direction sought with a large enough effect; inconclusive means small, poorly fitted or top-dose-only effect, or another doubt; inactive means no such curve, though single readings can be large; an effect the other way counts as inactive or inconclusive. Potency means the concentration at half of the fitted maximal effect. An excerpt; rates above refer to the full screens.

SMILES | NPC1 prom act | Rab9 prom act | RORg inh | uPA generation | MBNL1 CUG block | ELG1 genotox | BRCA1 expr up | CXXC DNA block | p53 reactivation | Gal4-VP16 FLuc | FLuc modulator
Cc1ccc(C2/C(=C(/O)c3ccc(Cl)cc3)C(=O)C(=O)N2CC2CCCO2)o1 (stereo not drawn) | -4.1% | 9.4% | 8.7% | 6.4% | -2.5% | 2.4% | -12.8% | -12.1% | -0.3% | 2.6% | -0.1%
CC(C)(C)C(Cn1ccnc1)NC(=O)c1ccc2nc(C3CC3)oc2c1 (stereo not drawn) | 0.4% | 17.1% | 27.8% | 1.8% | -0.2% | 12.5% | -4.0% | 7.9% | 14.7% | 12.7% | -8.3%
COC(=O)C1CCCN1S(=O)(=O)c1ccccc1NC(=O)c1cc(OC)c(OC)c(OC)c1 (stereo not drawn) | -4.7% | 0.1%[1.84 µM] | -0.5% | -4.6% | 2.2% | 0.2% | -21.5% | -10.2% | -6.6% | -5.2% | 0.0%
CCN(CC)S(=O)(=O)c1ccc(C(=O)NNC(=O)c2csc(N3CCOCC3)n2)cc1 | 3.3% | 0.4% | · | -2.5% | · | 0.6% | -3.4% | · | -0.9% | · | -1.5%
Cc1ccc(C(C)C)c(OCc2ccc(C(=O)N/N=C/c3cccc(O)c3O)cc2)c1 | 11.9% | -2.8% | 1µM* | -18.7% | ? | 16.9% | -87.7% | ? | -7.2% | 2.51µM* | ?
Cc1ccc(S(=O)(=O)N2CCCCC2)cc1C(=O)N1CCCCCC1 | -3.0% | -0.3% | · | -13.9% | · | 0.0% | -4.4% | · | -3.3% | · | 1.2%
O=C(O)CCSCC(=O)c1ccc2c(c1)OCCO2 | 15.8% | -6.0% | 2µM* | 7.6% | 7.9% | 23.1% | 9.9% | -2.0% | -1.7% | 3.55µM* | 10.7µM*
CN(C)c1cc[n+](CC(=O)Nc2cc(C(F)(F)F)ccc2Cl)cc1 | 1.1% | -4.5% | 1.5% | 1.4% | -6.5% | -6.8% | -56.4% | -6.3% | -5.1% | -7.3% | -1.8%
COc1ccc(N=Cc2cc(Cc3ccccc3Cl)cc([N+](=O)[O-])c2O)cc1OC | 0.6% | 3.0% | 7.0% | 5.3% | 2.6% | -3.7% | -44.1% | -27.3% | -1.0% | -15.7% | ?
O=C(c1ccccc1)c1cccc(C(=O)c2ccccc2)c1 | 5.4% | 2.0% | · | 15.8% | · | -4.5% | 18.0% | · | -0.8% | · | -14.1%
COc1cc2c(cc1OC)C(C(C)C)=NC(C)(C)C2 | -1.5% | 2.8% | -3.2% | -4.2% | 4.8% | 1.2% | 5.2% | -7.6% | -9.3% | -6.0% | 2.7%
c1ccc(CN2CCC(Nc3nc(-c4ccccc4)nc4ccccc34)CC2)cc1 | 1.2% | -12.3% | -39.3% | -11.9% | -0.7% | -11.8% | -104.6%[inhibitor] | ? | -5.8% | -3.3% | -0.1%
CCn1cnc2cc(NCc3ccc(Cl)cc3)ccc21 | 2.82µM* | 2.51µM* | -24.6% | -2.9% | 2.0% | ? | ? | 0.0% | ? | -5.8% | 10.7µM*
Cc1ccc(N(CC(=O)Nc2ccccc2C(=O)NCc2ccco2)S(=O)(=O)c2ccccc2)cc1C | -0.3% | 4.6% | 17.4% | 2.9% | 0.7% | -11.3% | -51.2% | 25.5% | -2.1% | 4.4% | 2.5%
CCCn1c(=O)c2sccc2n2c(CCCC(=O)NCC3CCCO3)nnc12 (stereo not drawn) | -3.5% | 2.5% | -13.7% | 4.4% | -3.4% | 0.1% | 15.9% | 6.2% | 2.7% | -4.5% | 1.5%
COC(=O)c1c(C)[nH]c(C(=O)CSc2ccc(Cl)cc2)c1C | 3.98µM* | 2.51µM* | 15.6% | -0.4% | -2.3% | ? | ? | 22.2% | ? | -0.4% | 4.78µM*
C/C(=N/NS(=O)(=O)c1ccc(C)cc1)c1c[nH]c2ccccc12 | -2.3% | -0.9% | 0.5% | 1.8% | 3.4% | -0.4% | -22.1% | 7.0% | 1.5% | -8.6% | 5.6%
CCN(CC)Cc1c(C(=O)N/N=C/c2ccc(C)o2)nnn1-c1nonc1N | -4.1% | 3.4% | -43.7% | 1.6% | ? | -0.8% | -2.9% | 3.4% | 3.2% | 0.8% | 5.4%
CCC(C)C(NC(=O)c1ccccc1NC(=O)c1ccccc1)C(=O)O (stereo not drawn) | -1.6% | 0.2% | 28.1% | -0.2% | -10.4% | -1.5% | 5.1% | 2.8% | 7.8% | 9.7% | 2.7%
Cc1ccc(/C=C2\SC(=S)N(CCC(=O)Nc3ccc(O)cc3)C2=O)cc1 | -5.0% | 16.8% | -15.4% | -13.5% | 3.8% | -1.9% | -9.4% | 1.4% | 2.9% | 7.8% | -1.7%
Cc1nnsc1C(=O)NNc1ccc(C(C)C)cc1 | ? | ? | 28.6% | -2.6% | 3.6% | ? | 65.6% | 2.9% | 8.9% | 0.9% | ?
COc1ccc(S(=O)(=O)Nc2c(C(=O)O)[nH]c3ccccc23)cc1 | -1.6% | -1.4% | -0.6% | 4.4% | 2.4% | 1.1% | 4.2% | 0.6% | 7.0% | 2.0% | 5.1%
CCc1nnc(NC(=O)CSc2nc3[nH]c(=O)cc(O)c3s2)s1 | -0.8% | -4.1% | · | -2.7% | · | -2.3% | -28.5% | · | 7.6% | · | 0.3%
CCCCOc1ccc(-c2[nH]ncc2C=O)cc1 | 25.5% | 8.3% | 14.5% | 0.8% | 6.4% | ? | 160.5% | 9.9% | 29.1% | 0.1% | ?
COc1ccc(N2CCN(C(=O)CCCn3c(=O)c4cccn4c4cccnc43)CC2)cc1 | 1.0% | -0.1% | 4.8% | -19.4% | -4.3% | -12.1% | 3.8% | 9.7% | 2.5% | -0.1% | 2.6%
CCC(=O)Oc1ccc(C2N(C(=O)CC)CCN2S(=O)(=O)c2ccc(C)cc2)cc1OC (stereo not drawn) | -4.6% | -8.0% | 15.9% | 3.4% | -16.4% | 1.8% | 5.3% | 8.0% | -16.1% | -8.0% | 3.8%
CCN(CC)C(=O)COn1c(SCC(=O)N(CC)CC)nc2ccccc2c1=O | 1.7% | 1.1% | -6.3% | · | -6.3% | -2.3% | -12.7% | 5.7% | -6.0% | 0.3% | 2.2%[2.3 µM]
CCC(=O)N=c1sc2cc([N+](=O)[O-])ccc2n1CCOC | 0.2% | -1.4% | 31.3% | -3.5% | · | 2.5% | 9.3% | ? | -0.8% | 3.5% | 0.8%
O=C(CN(Cc1ccccc1)C(=O)CCC(=O)Nc1nccs1)NCc1ccccc1 | -2.0% | 2.4% | -11.8% | 0.4% | 3.0% | 0.0% | -5.6% | 9.5% | -5.9% | -11.1% | 0.6%
Cn1c(=O)c2c(=O)cc(NNC(=O)CC#N)[nH]c2n(C)c1=O | -1.1% | 2.5% | -0.7% | 11.4% | -9.7% | -1.1% | -0.7% | -6.8% | -1.4% | -1.1% | -9.2%
Cc1cc(C)nc(NC(=O)c2cc3ccccc3o2)n1 | 14.7% | 14.8% | 14.0% | -3.5% | -4.8% | 4.9% | 16.8% | -2.6% | ? | 10.6% | -8.7%
Cn1cc(Cl)c(C(=O)Nc2cccc(Cl)c2Cl)n1 | 18.2% | 25.6% | -34.4% | 12.6% | -4.7% | -0.6% | -30.8% | 6.8% | 14.9% | ? | 0.4%
CCC(CC)C(=O)NCc1ccc(OC)cc1 | -2.5% | -3.2% | 20.8% | -1.3% | -6.2% | -0.9% | -2.0% | 27.7% | 1.1% | 0.6% | 1.5%
O=C(CN1C(=O)c2ccccc2S1(=O)=O)NCc1ccccn1 | -1.3% | 0.2% | 13.5% | · | -5.5% | 1.9% | 5.3% | -9.1% | 9.1% | 1.2% | 0.3%
COc1ccc2c(c1)c(C(=O)CNc1nc(C)cs1)c(C)n2C | 1.9% | 2.7% | -20.4% | -7.9% | -11.8% | 0.4% | -50.9% | 9.6% | -24.0% | 2.4% | 3.5%
CCOC(=O)c1nnn(-c2nonc2-n2cccc2)c1C | -0.6% | -0.1% | 1.3% | -8.2% | 0.9% | 0.5% | -3.6% | -4.2% | -4.4% | 15.7% | 2.2%[2.3 µM]
CNC(=O)N(C1=NCC(C)S1)c1ccc(F)cc1F (stereo not drawn) | -4.0% | -7.5% | ? | · | -0.4% | 27.6% | -53.0% | 0.9% | -18.9% | 6.6% | 1.1%
Cn1cnnc1SCNC(=O)C(F)(F)F | 4.0% | 6.2% | 4.4% | 5.1% | 1.5% | 2.8% | 19.4% | -2.1% | 6.4% | 2.2% | 3.4%
